Assay outcomes deposited in PubChem by Broad Institute.
S100A4 MyoIIA – inhibitors of S100A4-myosin IIA peptide binding, primary screen, biochemical, fluorescence polarization, TAMRA-MyoIIA peptide | AID 652163, 2013 | inhibition, % at 10.7 µM | Protein S100-A4 (Homo sapiens), P26447 | hit rate 0.14% among 360,000;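 active = mean inhibition of at least 70% across replicates, with every replicate also reaching that level; inconclusive = mean inhibition reaches 70% but some replicates fall short; inactive = mean inhibition below 70%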
Target sequence (P26447 whole entry, looked up): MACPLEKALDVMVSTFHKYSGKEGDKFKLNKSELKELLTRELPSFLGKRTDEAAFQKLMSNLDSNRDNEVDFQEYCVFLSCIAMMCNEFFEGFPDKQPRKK
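Test system: S100A4 monomer protein; Medium: HEPES pH 7.2 with CaCl2, KCl, NaCl, DTT, Triton; Probe or stimulus: TAMRA-labelled myosin IIA heavy-chain peptide probe, 5 nM; Doses: one dose per compound; Times: polarization read 5 min after assay mix addition, stable 5–60 min; Benchmarks: neutral control DMSO, positive control TFP.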
SIRT5 block – SIRT5 desuccinylase inhibitors, primary screen, biochemical, fluorescence imaging, single point, set 5; AID 652115, 2013; hit rate 1.1% among 330,000; NAD-dependent protein deacylase sirtuin-5, mitochondrial (Homo sapiens), Q9NXA8; Purified SirT5, succinyl-peptide AMC, trypsin-coupled fluorescence; inhibition, % at 15 µM; in the data active = inhibition above about 15%; inconclusive = no clear call, values can overlap the other calls
Target sequence (Q9NXA8 whole entry, looked up): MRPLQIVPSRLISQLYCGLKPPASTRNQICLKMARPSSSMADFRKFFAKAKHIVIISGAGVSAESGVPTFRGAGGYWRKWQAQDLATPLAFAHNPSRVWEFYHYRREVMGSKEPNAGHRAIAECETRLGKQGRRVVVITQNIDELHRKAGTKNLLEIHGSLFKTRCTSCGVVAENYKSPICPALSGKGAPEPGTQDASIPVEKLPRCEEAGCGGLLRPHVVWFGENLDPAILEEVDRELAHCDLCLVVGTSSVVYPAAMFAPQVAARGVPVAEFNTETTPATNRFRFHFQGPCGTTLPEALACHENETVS
FN deposition inh – inhibitors of fibronectin matrix deposition, primary screen, AH1F cells, Alexa488-fibronectin fluorescence, plate reader. inhibition, % at 12.6 µM. hit rate 0.086% among 350,000. AH1F fibroblasts, overnight;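 active = mean inhibition across replicates of 30% or more, regardless of how many single replicates reach that level; inconclusive = mean under 30% yet at least half of replicates reach 30%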;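 also: positive control wells lacked labelled fibronectin entirely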
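Material: AH1F fibroblast monolayer depositing Alexa488-labelled fibronectin into matrix | Input: 10000 AH1F cells/well | Medium: DMEM plus 2% serum, read in PBS | Reagent: Alexa488-fibronectin, 24 nM final in well | Compound dosing: One dose per compound, pinned | Schedule: 1 h adhesion, overnight exposure | Measured by: Fluorescence at 485 nm excitation, 525 nm emission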
LGR2 antag – inhibitors of bursicon-induced LGR2 CRE-luciferase signal, primary screen, cell-based, HEK293, CRE-luciferase reporter, bursicon stimulation. Drosophila bursicon receptor LGR2 (rickets). bursicon-stimulated, 4 h. inhibition, % at 9.99 µM. hit rate 0.35% among 380,000. AID 720647, 2013;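 active = drop in luminescence signal, shown as inhibition above about 50% in the replicate tests, limit read from the data, passing the limit was not always enough; inconclusive = probably only some replicates passing the limit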;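 also: agonist challenge used bursicon conditioned medium at about half maximal strength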
Statin myotox sup – suppressors of statin myotoxicity in C2C12 myotubes, primary screen, cell-based, single point, plate reader. rescue of ATP level, % at 7.49 µM. C2C12 myotubes + simvastatin, ATP luminescence, 48 h; scaled: DMSO 0, geranylgeraniol control 100. hit rate 0.78% among 330,000;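 active = mean ATP rescue above about 67%, or every replicate alone reaching that limit, limit read from the data, passing the limit was not always enough; inconclusive = no clear call, values can overlap the other calls; inactive = mean under the limit and some replicate under it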;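 also: myotubes were challenged with 10 µM simvastatin during compound exposure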
esBAF inh – Bmi1 luciferase reporter increase in mESCs, primary screen, esBAF inhibitor project, mouse ES cells, Bmi1 luciferase knock-in, single point. 24 h; 100% = twice the neutral-well signal. reporter increase, % at 12.5 µM. hit rate 2% among 350,000; in the data active = activation above about 40%; inconclusive = no clear call, values can overlap the other calls;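 also: 0% = median of the plate's neutral control wells and 100% = double that signal; a rise in the Bmi1 reporter signal indicates esBAF inhibition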
Casp6 inh – human caspase-6 inhibitors, primary screen, biochemical, VEID-R110 fluorescence, single point, set 2. P55212. purified caspase-6, Z-VEID-R110 cleavage fluorescence. inhibition, % at 12.5 µM. hit rate 0.53% among 350,000. AID 686996, 2013;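 active = mean inhibition across replicates at least about 35%, with every replicate also reaching that limit, limit read from the data; inconclusive = only one of the two criteria met; inactive = neither criterion met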;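 also: 0% = median of neutral control wells and 100% = no fluorescence left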
Target sequence (P55212 24-179 limits assumed): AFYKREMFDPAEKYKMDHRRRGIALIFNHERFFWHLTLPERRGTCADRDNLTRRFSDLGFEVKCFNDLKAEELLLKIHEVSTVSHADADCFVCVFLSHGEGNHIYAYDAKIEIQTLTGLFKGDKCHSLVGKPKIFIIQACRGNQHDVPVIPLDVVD
Target sequence (P55212 194-293 limits assumed): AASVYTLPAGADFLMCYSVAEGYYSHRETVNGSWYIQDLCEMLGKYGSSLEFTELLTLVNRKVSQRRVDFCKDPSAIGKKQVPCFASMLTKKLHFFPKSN
The depositor's hits bear a star; ? = inconclusive; . = not tested or not shown.

SMILES	S100A4 MyoIIA	SIRT5 block	FN deposition inh	LGR2 antag	Statin myotox sup	esBAF inh	Casp6 inh
COc1cccc(S(=O)(=O)Nc2ccc3c(c2)[C@@H]2C[C@H](CC(=O)NCc4ccc(Cl)cc4)O[C@H](CO)[C@@H]2O3)c1	0	5	.	9	-3	-4	-2
CN1C(=O)c2cc(NC(=O)Nc3ccc(F)cc3)ccc2OC[C@@H]2O[C@@H](CC(=O)NC3CCC3)CC[C@@H]21	5	0	7	-4	-8	5	-1
CC(=O)c1c(-c2ccccc2)c2cc([N+](=O)[O-])ccc2[nH]c1=O	-4	-3	-1	3	-12	1	-1
COc1c(F)c(F)c(C(=O)O)c(Nc2ccc(C)cc2)c1F	.	.	-5	-16	4	-2	.
CC(OC(=O)c1ccccn1)C(=O)Nc1nc(-c2ccc(F)c(F)c2)cs1 (configuration not stated)	-2	.	3	-87	-10	.	1
O=C1NCCCN1Cc1ccc(F)cc1	.	.	-1	19	11	-10	.
C[C@H]1CN([C@@H](C)CO)C(=O)Cc2cc(NC(=O)CCC(F)(F)F)ccc2O[C@@H]1CN(C)S(C)(=O)=O	-2	-4	.	-13	6	0	1
C[C@@H]1CCCCO[C@H](CN(C)CC2CCCCC2)[C@H](C)CN([C@@H](C)CO)C(=O)c2cc(NC(=O)Nc3ccc(F)cc3)ccc2O1	11	-9	.	16	.	2	4
O=C(NN=C1CCCCCC1)c1ccncc1	42	-5	13	-1	-6	1	-2
C=CCNc1ncnc2c1ncn2[C@H]1CN(Cc2ccc(F)cc2)C[C@@H](CO)O1	0	.	14	-12	13	-1	-1
C[C@H]1CN([C@@H](C)CO)C(=O)c2cc(NC(=O)NC3CCCCC3)ccc2O[C@@H]1CN(C)CC1CCCCC1	4	1	.	9	5	-2	1
O=C(c1ccccn1)N1C[C@@H]2[C@H](c3ccccc31)[C@H](CO)N2C(=O)C1CCCCC1	15	5	0	14	1	-2	-1
CCCN1C[C@H](C)[C@H](OC)CN(C)C(=O)c2cc(NC(=O)c3cccc(OC)c3)ccc2OC[C@H]1C	.	.	-1	2	24	0	.
COc1ccc(CN(C)C[C@H]2OCCCC[C@H](C)Oc3ccc(NS(=O)(=O)c4ccc(Cl)cc4)cc3C(=O)N([C@H](C)CO)C[C@@H]2C)cc1	2	6	2	0	.	3	1
CCOC(=O)C1C(c2ccccc2Cl)NC(=O)N(C)C1(O)C(F)(F)F (configuration not stated)	6	-4	.	-4	0	0	-1
CNC[C@H]1Oc2c(NS(=O)(=O)c3cn(C)cn3)cccc2C(=O)N([C@@H](C)CO)C[C@@H]1C	0	5	9	8	33	-5	1
CC(Sc1nnc(-c2ccc(OC(F)F)cc2)n1N)C(=O)NCC1CCCO1 (configuration not stated)	3	-1	3	-8	-5	1	2
COc1cc(NC(=S)N2CCN(C(=O)C3CCCO3)CC2)c(OC)cc1Cl (configuration not stated)	1	-1	-8	.	.	.	-1
CCN(CC)CCCNC(=O)Cn1nc([N+](=O)[O-])c(Cl)c1C	-1	-1	2	-14	5	-7	-11
COc1ccc(NC(=O)c2oc3ccc(S(=O)(=O)N4CCOCC4)cc3c2C)cc1	-4	-2	-7	28	-4	4	0
COc1ccc2[nH]c3c4c(ccc3c2c1)C(=O)C=CC4=O	-4	-2	11	12	-348	-26	-2
Cc1cccc(NC(=O)CCNS(=O)(=O)c2cc(Br)cnc2N)c1C	-5	1	4	16	7	-5	-3
CN1[C@@H]2Cn3c(ccc(/C=C/c4ccccc4)c3=O)[C@H]1[C@@H](C(=O)NC1CCC1)[C@@H]2CO	11	-103	.	6	12	-3	4
CCC1CCCCN1C(=O)c1ccc([N+](=O)[O-])o1 (configuration not stated)	-4	-1	-6	13	.	.	-3
COCCNC(=O)[C@@H]1[C@@H](CO)[C@@H]2Cn3c(ccc(-c4ccccc4F)c3=O)[C@@H]2N1C(=O)C1CC1	4	-5	.	15	-13	2	1
Cc1cccc(CC(C)NC(=O)CCc2nnc(CCCCc3ccccc3)o2)n1 (configuration not stated)	1	0	-7	-3	.	.	3
CCC(=O)N(C)C[C@@H]1Oc2ncc(/C=C/c3ccccc3)cc2C(=O)N([C@@H](C)CO)C[C@@H]1C	3	-13	1	-6	24	-5	-1
Cc1c(NS(=O)(=O)c2cccc(C(=O)NCc3ccc(Cl)cc3)c2)c(=O)n(-c2ccccc2)n1C	.	.	0	.	7	3	.
COc1cc(NC(=S)NC(=O)C(C)C)ccc1NC(=O)c1cc2ccccc2o1	-1	-4	11	5	-26	2	-1
CC(C)(/C=N/O)N(O)C=C1C=CC(=O)C=C1	1	-3	8	3	.	.	0
Cc1ccccc1NC(=O)Cn1nnc2c(cnn2-c2ccc(F)cc2)c1=O	-5	-4	.	2	10	-10	-3
CCN1CCN(c2ccc(S(=O)(=O)N3CCCCC3)cc2NC(=O)c2ccc(C)c(C)c2)CC1	-3	0	3	-16	-6	7	-145
CCN(CC)C(=O)[C@H]1C[C@H](CC(=O)NCc2ccc(OC)c(OC)c2)C(=O)N2CCc3c([nH]c4cc(CCC(=O)N(C)C)ccc34)[C@]12C	-3	-2	6	-20	5	-16	-3
O=C(Nc1ccccc1N1CCCC1)c1ccc([N+](=O)[O-])cc1Cl	-5	2	-2	.	.	.	1
NS(=O)(=O)c1ccc(CCNC(=O)C2CCCCC2)cc1	.	.	2	.	1	6	.
CCn1cc(C(=O)N[C@@H](C)C(=O)NCCCO)c(=O)c2cc3c(cc21)OCO3	-11	0	5	8	14	-3	-2
O=c1nc2n(Cc3ccccc3)c3ccccc3cc-2c(=O)[nH]1	-3	-27	0	4	.	.	1
COc1ccc(OC)c(N(CC(=O)NC2CC3CCC2C3)S(=O)(=O)c2ccccc2)c1 (configuration not stated)	0	3	3	4	-8	-2	2
CC(=O)Nc1c2c(nn1-c1ccc(C)cc1C)CSC2	-4	-5	.	3	-4	-3	0
COc1ccccc1N1CCN(/N=C/c2c(C)nn(-c3ccccc3)c2C)CC1	.	.	3	.	1	-3	.
CCOc1ccc(NC(=S)Nc2cccc3ccccc23)cc1	0	-5	-5	-48	-6	33	3
COc1ccc(S(=O)(=O)Nc2ccc3c(c2)C(=O)N([C@@H](C)CO)C[C@@H](C)[C@H](CN(C)C(=O)Nc2cccc4ccccc24)OCCCC[C@@H](C)O3)cc1	.	.	.	3	?	12	.
NNC(=O)c1ccc(Cn2cc(Cl)cn2)o1	0	-5	6	.	.	.	4
O=C(Nc1ccccc1N1CCCC1)c1ccccc1Cl	0	0	7	5	4	3	1
O=C(Nc1cc([N+](=O)[O-])ccc1N1CCOCC1)c1cccs1	0	0	.	-5	.	.	2
C[C@@H]1CN([C@@H](C)CO)C(=O)Cc2cc(NS(C)(=O)=O)ccc2O[C@H]1CN(C)CC1CC1	20	-3	.	-2	-11	6	-11
CCCc1nc2ccccc2n1Cc1ccccc1OC	6	-2	6	0	-20	-1	-2
COc1ccc(CNC(=O)C[C@H]2C[C@H](C(=O)N3CCOCC3)[C@@]3(C)c4[nH]c5cc(-c6ccco6)ccc5c4CCN3C2=O)cc1OC	1	-1	-2	-10	-10	7	3
CCN1CCN(C(=O)CCc2nc3ccccc3c(=O)[nH]2)CC1	.	.	0	.	15	-3	.
C[C@@H]1CN([C@H](C)CO)S(=O)(=O)c2ccc(C#CC3CC3)cc2O[C@H]1CN(C)C(=O)c1cccnc1	10	2	4	-9	-15	7	0
CC(=O)c1cccc(N(C(=O)CNC(=O)c2ccco2)C(C(=O)NCC2CCCO2)c2ccccc2)c1 (configuration not stated)	-1	-8	7	-7	-36	6	6
C/C=C/c1ccc2c(c1)O[C@@H](CN(C)C(=O)Nc1ccc(F)cc1)[C@H](C)CN([C@H](C)CO)S2(=O)=O	-16	3	.	3	-4	-2	-3

Entries above that contain a Cl atom:
SMILES	S100A4 MyoIIA	SIRT5 block	FN deposition inh	LGR2 antag	Statin myotox sup	esBAF inh	Casp6 inh
COc1cccc(S(=O)(=O)Nc2ccc3c(c2)[C@@H]2C[C@H](CC(=O)NCc4ccc(Cl)cc4)O[C@H](CO)[C@@H]2O3)c1	0	5	.	9	-3	-4	-2
COc1ccc(CN(C)C[C@H]2OCCCC[C@H](C)Oc3ccc(NS(=O)(=O)c4ccc(Cl)cc4)cc3C(=O)N([C@H](C)CO)C[C@@H]2C)cc1	2	6	2	0	.	3	1
CCOC(=O)C1C(c2ccccc2Cl)NC(=O)N(C)C1(O)C(F)(F)F (configuration not stated)	6	-4	.	-4	0	0	-1
COc1cc(NC(=S)N2CCN(C(=O)C3CCCO3)CC2)c(OC)cc1Cl (configuration not stated)	1	-1	-8	.	.	.	-1
CCN(CC)CCCNC(=O)Cn1nc([N+](=O)[O-])c(Cl)c1C	-1	-1	2	-14	5	-7	-11
Cc1c(NS(=O)(=O)c2cccc(C(=O)NCc3ccc(Cl)cc3)c2)c(=O)n(-c2ccccc2)n1C	.	.	0	.	7	3	.
O=C(Nc1ccccc1N1CCCC1)c1ccc([N+](=O)[O-])cc1Cl	-5	2	-2	.	.	.	1
NNC(=O)c1ccc(Cn2cc(Cl)cn2)o1	0	-5	6	.	.	.	4
O=C(Nc1ccccc1N1CCCC1)c1ccccc1Cl	0	0	7	5	4	3	1

A portion of the library; rates above refer to the full screens.
